Screens: PubChem, several laboratories
CHRM5 agonist: human M5 muscarinic receptor agonists, primary screen, CHO-K1 cells, Fluo-8 calcium fluorescence | AID 624037, 2012 | CHO-K1 hM5 cells; 0% DMSO wells, 100% maximal acetylcholine response | Muscarinic acetylcholine receptor M5 (Homo sapiens), P08912 | hit rate 0.19% among 360,000 | activation, % at 3 µM;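 active = activation above the run's mean over test compounds plus 3 SD, cut at about 23% in these data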;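 also: signal is peak over basal fluorescence ratio across the kinetic read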
CRFR2-BP ag: agonists of CRF-BP/CRF-R2 complex, primary screen, cell-based, HEK293, calcium dye fluorescence, uHTS; activation, % at 13.2 µM; CRF-binding protein / CRF receptor 2 complex (human); calcium dye fluorescence (FLIPR); percent of saturating CRF peptide response; hit rate 0.46% among 350,000;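 active = activation of at least 50%, plus an integration ratio under a set limit after plate pattern correction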;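 also: plate controls were neutral control wells without compound for no effect and CRF at EC100 for full effect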
CHRM4 PAM: human M4 muscarinic receptor positive allosteric modulators, primary screen, CHO-K1 cells, Fluo-8 calcium fluorescence; Muscarinic acetylcholine receptor M4 (Homo sapiens), P08173; CHO-K1 hM4/Gqi5, ACh EC20; 0% = ACh EC20, 100% = maximal ACh; activation, % at 3 µM; hit rate 0.4% among 360,000; AID 624126, 2012;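 active = activation above its plate's cutoff, the mean activation of sample wells plus 3 SD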; also: some results filed as inactive read as strong as hits
Target sequence (P08173 whole entry, looked up): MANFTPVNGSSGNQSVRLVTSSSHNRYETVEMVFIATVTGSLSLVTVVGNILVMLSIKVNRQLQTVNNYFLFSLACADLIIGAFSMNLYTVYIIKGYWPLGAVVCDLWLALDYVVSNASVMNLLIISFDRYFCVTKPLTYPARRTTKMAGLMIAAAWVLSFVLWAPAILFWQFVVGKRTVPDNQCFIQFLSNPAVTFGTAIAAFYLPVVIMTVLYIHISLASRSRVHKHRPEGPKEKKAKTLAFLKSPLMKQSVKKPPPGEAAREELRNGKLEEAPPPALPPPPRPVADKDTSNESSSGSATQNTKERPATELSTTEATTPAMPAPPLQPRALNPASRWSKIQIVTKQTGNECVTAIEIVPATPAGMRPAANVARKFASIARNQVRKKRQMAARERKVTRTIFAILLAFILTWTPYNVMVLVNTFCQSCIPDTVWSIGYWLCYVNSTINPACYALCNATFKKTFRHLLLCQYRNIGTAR
M4 antag: human M4 muscarinic receptor antagonists, primary screen, CHO cells, Fluo-8 calcium fluorescence; Muscarinic acetylcholine receptor M4 (Homo sapiens), P08173; inhibition, % at 3 µM; CHO-hM4 cells, ACh EC80; hit rate 0.73% among 360,000;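 active = inhibition above its plate's cutoff, the mean inhibition of sample wells plus 3 SD, cut at about 27% in these data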;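 also: 0% = acetylcholine EC80 with DMSO and 100% = DMSO without agonist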
CHRM5 PAM: human M5 muscarinic receptor positive allosteric modulators, primary screen, CHO-K1 cells, Fluo-8 calcium fluorescence; hit rate 0.3% among 360,000; activation, % at 3 µM; Muscarinic acetylcholine receptor M5 (Homo sapiens), P08912; CHO-K1 hM5, ACh EC20 PAM; 0% = ACh EC20, 100% = ACh EC100; AID 624038, 2012;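 active = activation above the run cutoff, the mean activation of all test compounds plus 3 SD, cut at about 18% in these data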
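system = human M5 receptor in CHO-K1 cells | compound = one concentration, 3 µM final (nominal) | schedule = Post-acetylcholine fluorescence recording 140 s | signal = Fluo-8 calcium dye fluorescence, kinetic read | benchmarks = low control EC20 acetylcholine (0%), high control EC100 acetylcholine (100%) | repeats = singlicate, one well per test compound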
M5 antag: human M5 muscarinic receptor antagonists, primary screen, CHO cells, Fluo-8 calcium fluorescence | Muscarinic acetylcholine receptor M5 (Homo sapiens), P08912 | CHO-hM5 cells, ACh EC80 | inhibition, % at 3 µM | hit rate 0.59% among 360,000 | AID 624040, 2012;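 active = inhibition above a per-plate cutoff, the mean of that plate's test compounds plus 3 SD, cut at about 27% in these data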;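 also: 0% = acetylcholine EC80 with DMSO and 100% = DMSO without agonist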
M1 PAM: human M1 muscarinic receptor positive allosteric modulators, primary screen, CHO-K1 cells, Fluo-8 calcium fluorescence, 1536-well; Muscarinic acetylcholine receptor M1 (Homo sapiens), P11229; CHO-K1 hM1, ACh EC20; 0% = ACh EC20, 100% = maximal ACh; activation, % at 3 µM; hit rate 0.088% among 360,000; AID 588819, 2011; in the data active = activation above about 19%, passing the limit was not always enough
Target sequence (P11229 whole entry, looked up): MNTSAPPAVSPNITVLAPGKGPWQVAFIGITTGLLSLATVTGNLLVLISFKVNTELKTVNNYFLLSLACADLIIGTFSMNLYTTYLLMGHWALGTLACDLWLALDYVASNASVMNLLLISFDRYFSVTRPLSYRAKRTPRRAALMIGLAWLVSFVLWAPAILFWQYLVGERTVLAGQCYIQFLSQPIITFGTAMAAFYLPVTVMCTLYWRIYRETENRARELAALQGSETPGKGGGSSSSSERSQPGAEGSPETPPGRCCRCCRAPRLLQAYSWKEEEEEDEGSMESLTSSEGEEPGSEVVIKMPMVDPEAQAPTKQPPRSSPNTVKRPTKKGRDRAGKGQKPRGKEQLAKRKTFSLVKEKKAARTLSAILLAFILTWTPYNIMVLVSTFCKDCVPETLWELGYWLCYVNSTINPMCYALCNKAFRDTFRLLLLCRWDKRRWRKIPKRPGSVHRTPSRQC
CRFBP-R2 block: antagonists of CRF-BP/CRF-R2 complex, primary screen, cell-based, HEK293, calcium dye fluorescence, uHTS; CRF-induced calcium fluorescence; inhibition, % at 11.8 µM; hit rate 0.59% among 350,000; AID 588475, 2011;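 active = inhibition of the ligand-induced calcium signal above about 50% at the single tested concentration, limit read from the data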
M4 ag: human M4 muscarinic receptor agonists, primary screen, CHO-K1 cells, Fluo-8 calcium fluorescence. CHO-K1 hM4/Gqi5; vehicle 0%, full acetylcholine response 100%. Muscarinic acetylcholine receptor M4 (Homo sapiens), P08173. activation, % at 3 µM. hit rate 0.14% among 360,000;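 active = activation above the run mean over all test wells plus 3 SD, cut at about 32% in these data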;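 also: peak over basal fluorescence ratio per well then scaled between controls; 0% = DMSO wells and 100% = acetylcholine at EC100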
The depositor's hits bear a star; . = no result given.

CHRM5 agonist,CRFR2-BP ag,CHRM4 PAM,M4 antag,CHRM5 PAM,M5 antag,M1 PAM,CRFBP-R2 block,M4 ag,mol
1,0.5,-1,2,9,-2,6,-3,3,COc1ccc(C(=O)OCC(=O)NCc2cccs2)c(OC)c1OC
1,-2.4,18,-3,-5,-4,6,24,0,Cc1ccc(/C=N/n2c(C)nnc2C)cc1
4,-0.3,-2,-10,2,1,3,4,1,COc1ccc(S(=O)(=O)NCCc2c[nH]c3ccc(C)cc23)cc1
1,5.6,1,6,-2,5,4,3,1,COc1c(C)cccc1C(=O)NC(=S)Nc1ccc2c(c1)Cc1ccccc1-2
3,0.8,8,9,-5,9,-2,-13,13,C=CCC[C@H](Cc1ccc(F)cc1)C(=O)OC[C@@H](Cc1c[nH]c2ccccc12)NC(=O)[C@H](CC=C)CC(=O)NCCO
-3,-3.3,0,-8,1,7,3,18,2,COc1ccc(S(=O)(=O)N2CCC(C(=O)N[C@H](C(=O)NCc3ccco3)C(C)C)CC2)cc1
3,-2.1,-11,8,-4,10,0,14,4,O=C(NNc1cccc(Cl)c1)c1cccnc1Oc1ccccc1
-3,-0.1,-5,3,-8,5,-6,-18,0,COc1ccc(OC)c(C(=O)COC(=O)COc2ccccc2F)c1
-2,2.3,-1,-14,4,-9,5,-13,0,COc1cccc2cc(C(=O)CS(=O)(=O)c3ccc(C(C)(C)C)cc3)c(=O)oc12
1,-0.6,1,9,2,12,6,4,0,CCOC(=O)C(CCSC)NC(=O)CN (stereo unspecified)
0,-1.4,4,-4,4,-1,5,-2,0,Cc1ccc(NC(=O)COC(=O)CSCC(=O)Nc2cc(C)on2)c(C)c1
-2,-0.1,-1,-2,6,-6,4,-2,0,Cc1ccc(Nc2nc(N)nc(COC(=O)c3ccc(Br)o3)n2)cc1
1,0.6,-5,11,-18,11,-12,-9,11,Cc1ccc(C(=O)c2ccccc2C(=O)OCC(=O)N2CC(C)CC(C)C2)cc1 (stereo unspecified)
3,-2.2,-7,-11,-6,8,0,1,4,CC(C)(C)NC(=O)CN(Cc1cccs1)C(=O)CCN1CCc2ccccc21
1,-0.6,7,-4,22*,-1,-6,12,2,CCCn1c(-c2ccncc2)n[nH]c1=S
-6,-1.9,1,-6,1,-12,15,-22,0,O=c1cc(O)nc(-c2ccc(Cl)cc2)s1
2,-0.9,-3,6,-1,3,7,-8,4,O=C(N/C(=C\c1ccccc1)C(=O)N1CCCCCC1)c1ccccc1
-1,-2.8,-7,0,-31,7,-4,2,14,CC(C)(C)OC(=O)C[C@H]1C/C=C\C[C@@H](CC(=O)N(CCO)Cc2ccccc2)C(=O)NC[C@H](c2ccccc2)OC1=O
-1,.,-1,-10,-3,-2,0,.,3,CC(=O)Nc1cc(-c2ccc(N3CCN(C)CC3)cc2)cn2c(-c3ccc(F)cc3)cnc12
5,0.2,6,0,14,-4,11,-7,1,COc1ccc(C(=O)NNC(=O)c2ccc(C)cc2)cc1S(=O)(=O)N1CCCC1

Part of the list above in order of molar mass, high to low.
CHRM5 agonist,CRFR2-BP ag,CHRM4 PAM,M4 antag,CHRM5 PAM,M5 antag,M1 PAM,CRFBP-R2 block,M4 ag,mol
5,0.2,6,0,14,-4,11,-7,1,COc1ccc(C(=O)NNC(=O)c2ccc(C)cc2)cc1S(=O)(=O)N1CCCC1
1,5.6,1,6,-2,5,4,3,1,COc1c(C)cccc1C(=O)NC(=S)Nc1ccc2c(c1)Cc1ccccc1-2
-3,-0.1,-5,3,-8,5,-6,-18,0,COc1ccc(OC)c(C(=O)COC(=O)COc2ccccc2F)c1

Next part.
CHRM5 agonist,CRFR2-BP ag,CHRM4 PAM,M4 antag,CHRM5 PAM,M5 antag,M1 PAM,CRFBP-R2 block,M4 ag,mol
3,18,-8,6,-3,-1,7,2,2,O=C(CN1C(=O)C2C3C=CC(C4CC34)C2C1=O)OCC(=O)c1ccccc1 (stereo unspecified)
3,-2.9,6,-6,6,-6,3,-5,2,Cc1ccc(NC(=O)C2C3C=CC4(CN(Cc5cccnc5)C(=O)C24)O3)cc1 (stereo unspecified)
6,-1.1,10,-19,-1,-2,1,-14,2,Cc1c(O)cc2c(c1O)C(=O)CC(c1ccc(O)cc1)O2 (stereo unspecified)
1,2.7,1,-14,-5,4,8,5,-1,COc1cc(C)ccc1OCc1cc(C(=O)NC(c2ccccn2)C(F)(F)F)no1 (stereo unspecified)
1,2.1,12,4,2,2,9,-4,1,CCC(=O)c1ccccc1OCCCn1cncn1
3,1.4,-1,1,1,12,3,1,3,Cc1ccc(CNC(=O)c2ccc(N3CCC4(CC3)CC(c3ccccc3)=NO4)c(NC(=O)c3c(Cl)cccc3Cl)c2)cc1
-3,3.6,-1,-2,-9,-11,4,-15,1,Cc1cc2nc(C(F)(F)F)cc(-c3cccs3)n2n1
0,-0.8,7,5,0,8,14,14,2,O=C1[C@@H]2C(c3cccnc3)=NO[C@@H]2C(=O)N1c1ccc(Cl)cc1Cl
2,-0.5,6,-9,0,2,8,-1,0,CCOc1cc(C2CC(=O)NC(SCC)=C2C#N)ccc1O (stereo unspecified)
0,9.7,-11,9,-17,15,-13,-13,9,S=C(NCc1ccc(Cl)cc1)Nc1ccc(Cl)cc1Cl
1,0.8,1,-16,-2,-2,2,-4,1,O=C(NCCN1CCOCC1)c1cc2n(n1)C(C(F)(F)F)CC(c1ccc(F)cc1)N2 (stereo unspecified)
-3,1.6,6,-9,0,-11,0,-6,5,CCOC(=O)/C=C(/C)N1N=C(c2ccc(OC)cc2)CC1c1cccc([N+](=O)[O-])c1 (stereo unspecified)
0,0.5,-4,-3,-2,-1,-3,14,4,Cc1nc(NCc2ccccc2)c2cc[nH]c2n1
-3,9.3,-4,-5,3,-14,10,16,1,CC1CCN(CC(=O)Nc2ccc(C(=O)N3CCCCC3)cc2)CC1
-1,-1.5,2,1,2,-3,9,21,-1,O=c1c2sccc2n(Cc2ccc(F)cc2)c(=O)n1-c1ccc(F)cc1
-2,2.8,-5,3,-8,6,-8,4,2,COc1ccc(NC(=O)c2cc(-c3cccnc3)nc3c(C)c(C)ccc23)c(OC)c1
-4,1.2,2,-6,-2,-2,5,-33,0,O=C(NC(=S)Nc1ccc(S(=O)(=O)Nc2nccs2)cc1)c1ccccc1
2,.,5,-4,2,2,.,.,0,CC1(C(=O)Nc2ccc3c(c2)OCCO3)CN(S(C)(=O)=O)CC(=O)N1CCCn1ccnc1 (stereo unspecified)
-1,-0.4,1,-6,2,2,3,-5,1,Cc1ccccc1NC(=O)CSc1nnc(-c2ccco2)c(-c2ccco2)n1
-4,0.1,-2,-17,-12,4,-2,6,3,N#Cc1nc(COc2ccccc2)oc1N1CCCCCC1
0,1.2,2,1,2,3,18,-12,-1,O=C(N/N=C/c1ccc(O)c(O)c1)N/N=C/c1ccc(O)c(O)c1
-3,0.9,-3,11,2,9,5,1,0,COc1ccc(N2CC(C(=O)N(CC(C)C)c3c(N)n(Cc4ccccc4)c(=O)[nH]c3=O)CC2=O)c(OC)c1 (stereo unspecified)
1,-0.3,-2,3,-5,1,0,6,2,CC(=O)c1ccc(NC(=O)C2CCCN2S(=O)(=O)c2ccc(C)cc2)cc1 (stereo unspecified)
-4,-0.6,8,-14,4,-12,6,9,1,Cc1ccccc1NC(=O)N1CCN(c2ncccn2)CC1
1,0.0,-23,27*,-15,12,-5,-23,19,COc1ccc(C(=O)COC(=O)C(CCSC)NS(=O)(=O)c2ccc(Cl)cc2)cc1 (stereo unspecified)
1,0.5,14,-5,0,6,4,-7,1,O=C(COC(=O)c1cc(-c2ccc(Cl)s2)nc2ccccc12)NCc1ccco1
-2,.,6,-7,-1,4,5,.,2,CC(=O)c1cccc(-c2csc3ncnc(Sc4nnnn4C)c23)c1
2,0.7,2,-6,-1,-3,1,8,2,CC(C)C(=O)N1CCN(c2ccc(NC(=O)c3cccs3)cc2)CC1
0,-3.1,0,-3,4,5,0,-16,1,O=C(NCCc1ccco1)c1ccc(OCc2cn3ccccc3n2)cc1
-4,9.5,-5,7,4,-3,6,-9,3,COc1ccc(CS(=O)(=O)/C(Cl)=C(/Cl)C(=O)Nc2ccc(OC)nc2)cc1
-1,-1.8,-2,-7,-7,4,2,1,1,NC(=NCCc1ccccc1)c1cccc([N+](=O)[O-])c1
-5,0.1,5,-10,1,-8,9,-14,1,CCC(=O)NC(Nc1nc2ccc(C)cc2s1)(C(=O)OC)C(F)(F)F (stereo unspecified)
-2,-2.7,1,-1,7,0,-2,22,2,O=C(CCN1C(=O)COc2ccccc21)NCCCN1CCN(c2ccccc2F)CC1
1,4.8,-4,-5,-4,1,9,47,0,O=C(c1cc2ccccc2oc1=O)N(Cc1ccco1)C1CCS(=O)(=O)C1 (stereo unspecified)
-1,7.5,-1,8,-5,3,5,-56,1,Oc1ccc(Cl)cc1C1=NNC(c2ccc(Cl)cc2)C1 (stereo unspecified)
0,-0.6,15,-2,1,5,7,6,1,CCOC(=O)c1c(C)oc2c(F)c(F)c(F)c(F)c2c1=O
3,-1.5,3,-5,-2,1,12,11,0,CC(C)[C@@H](N)C(=O)NC[C@H]1O[C@@H](n2cnc3c(N)ncnc32)[C@H](O)[C@@H]1O
